USP2a inh – blocks human ubiquitin-specific protease USP2a; O75604; USP2 core, Ub-CHOP2 coupled fluorogenic reporter, 485/531; Potency, µM (doses to about 38.3 µM), inactives show top-dose activity change, negative = inhibition, actives largely listed as inhibitors; 0.01% of 330,000 active; AID 463254;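 further: potency means the concentration at half of the fitted maximal effect; plate controls were DMSO wells for no effect and full inhibition by NEM control for full effect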
Target sequence (O75604 whole entry, looked up): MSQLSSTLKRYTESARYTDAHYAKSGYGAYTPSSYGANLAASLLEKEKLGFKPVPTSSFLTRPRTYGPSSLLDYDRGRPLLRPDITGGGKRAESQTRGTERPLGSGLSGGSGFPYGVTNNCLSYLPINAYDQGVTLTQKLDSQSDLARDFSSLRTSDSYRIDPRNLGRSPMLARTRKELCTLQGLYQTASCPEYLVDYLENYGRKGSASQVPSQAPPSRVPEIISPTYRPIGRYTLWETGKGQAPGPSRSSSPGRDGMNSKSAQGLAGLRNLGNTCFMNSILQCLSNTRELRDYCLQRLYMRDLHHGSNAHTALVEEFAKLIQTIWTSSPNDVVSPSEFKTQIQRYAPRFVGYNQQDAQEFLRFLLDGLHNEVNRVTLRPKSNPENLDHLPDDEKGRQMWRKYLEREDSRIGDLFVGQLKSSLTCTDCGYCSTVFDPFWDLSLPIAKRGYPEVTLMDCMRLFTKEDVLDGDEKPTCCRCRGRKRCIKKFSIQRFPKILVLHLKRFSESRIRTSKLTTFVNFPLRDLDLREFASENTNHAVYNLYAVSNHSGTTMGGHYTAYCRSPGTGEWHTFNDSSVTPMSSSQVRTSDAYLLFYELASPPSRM
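Deubiquitinase activity read as fluorescence (485/531 nm) after Ub-CHOP2 cleavage activates the enterokinase reporter on its substrate; USP2 core 10nM, Ub-CHOP2 and substrate 25nM each, 30min compound preincubation then 60min RT; data normalized to NEM, curves fitted.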
PKM2 activator – PKM2 (human) enzyme activation; Potency, µM (highest dose often 57.5 µM), inactives show at the top dose activation, usual class: activators; AID 1631; purified PKM2, Kinase-Glo ATP luminescence, activation; response scale: 0% is enzyme alone, no compound; 0.34% of 260,000 active; further: potency means the concentration at half of the fitted maximal effect; on the % scale 0 is the no-effect control and ±100 the full control effect; nearly all actives have a fitted effect of over 55% in size
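hPK-M2, >95% pure; 0.1 mM ADP / 0.5 mM PEP final; imidazole pH7.2 buffer w/ 7 mM MgCl2, 50 mM KCl; 1 h RT; Kinase-Glo lum. Intermediate enzyme activity for dual inhibitor/activator qHTS.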
GALK inhibitor – inhibitors of human galactokinase | P51570 | Purified GALK, Kinase-Glo residual ATP luminescence | Potency, µM (top dose mostly 57.5 µM), for the others: top-dose activity change, negative = inhibition, actives largely listed as inhibitors | 0.007% of 270,000 active; further: potency means the concentration at half of the fitted maximal effect; on the % scale 0 is the no-effect control and ±100 the full control effect
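Galactose (100 uM) and ATP (35 uM) were turned over by 5 nM GALK for 1 h at RT. Kinase-Glo Plus then converted the remaining ATP into a luminescent signal.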
Menin-MLL TR inh – menin-MLL binding inhibition, Texas Red mutant peptide. Menin + Texas Red MLL mutant peptide, fluorescence polarization. Potency, µM (top dose mostly 61.6 µM), for inactives: top-dose FP activity change, negative = inhibition, actives largely listed as inhibitors. 0.23% of 270,000 active. O00255. AID 1768; active means well fitted inhibition curve with a large enough effect in the polarisation, with a control signal flat, not every such curve was filed as active; inconclusive means small, poorly fitted or top-dose-only effect, or effect the other way, or a change in a side signal; inactive means no such curve, though single readings can be large or run the other way; the % refers to the polarisation; further: potency means the concentration at half of the fitted maximal effect; % of control where 0% means no effect; many of its hits are not listed in these tables
KCNH2 3.1 block – KCNH2 3.1 (human) potassium channel inhibition | U2OS KCNH2 3.1, thallium flux FluxOr; active compounds read low | activity change, % (tested at about 1.8 µM) | 0.95% of 340,000 active | AID 720553;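 active means maximum activity change below -70%; inconclusive means maximum activity change from -70% to -50%; inactive means maximum activity change above -50%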;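 further: thallium influx rate constant from kinetic fluorescence after stimulation buffer; on the % scale 0 is the no-effect control and ±100 the full control effect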
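Thallium flux read-out: FluxOr dye with Red40 quencher in HBSS/HEPES, 45 min at RT. Rate constants from kinetic reads were normalized to positive and negative DMSO controls. Cells: U2OS virally expressing the 3.1 isoform.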
TRPV1 ag – activates the human vanilloid receptor TRPV1; Q8NER1; TRPV1-expressing cells, Fluo-8 calcium influx, agonist mode; activation, % at 8.33 µM; 0.19% of 320,000 active; AID 540275; in the data active means activation above about 80%; inconclusive means between about 30% and that limit; further: 0% is about no effect
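Cells expressing TRPV1 were dye-loaded with Fluo-8 and read kinetically: 10 s baseline, 3 min after compound (agonist portion), then 2 min after EC20 capsaicin (allosteric enhancer portion). Calcium-bound dye fluorescence at 480/520 nm.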
Coupling enz – inhibits coupling enzyme system, counter-screen for aldolase hits | coupling enzyme system counterscreen, AmpLite Red fluorescence | activity change, negative = inhibition, % at 58.2 µM, hits read low | 0.67% of 290,000 active | AID 2472; in the data active means activity change below about -30%; further: on the % scale 0 is the no-effect control and ±100 the full control effect
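Coupling enzymes only (glyceraldehyde-3-phosphate) + compound, at 57.5 uM final, 10 min RT; add substrate/coupling/AmpLite Red mix, 20 min RT; fluorescence ex 525/em 598 nm. Actives flag coupling-system interference.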
Giardia killer – Giardia lamblia killing. Giardia lamblia trophozoite viability. activity change, % at 7.66 µM, hits read low. 0.15% of 340,000 active; in the data active means activity change below about -80%; inconclusive means between about -30% and that limit;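 further: parasites exposed to compound for two days anaerobically before the ATP read; on the % scale 0 is the no-effect control and ±100 the full control effect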
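Luminescent ATP signal served as the viability read-out, measured 15-30 min after adding ATP detection reagent to trophozoites that had been incubated with compounds for 48 hrs at 37 deg C anaerobically at 100 cells/well.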
B2AR arrestin – beta2AR (human) beta-arrestin recruitment activity; Potency, µM (titrated, usually from 46.1 µM), without a hit: at the top dose activation, most hits filed as activators; beta-arrestin recruitment to beta2AR, cell-based reporter; 0.02% of 330,000 active; P07550;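 further: potency means the concentration at half of the fitted maximal effect; 0% = DMSO controls and full agonism = EC100 isoproterenol or metaproterenol; nearly all actives have a fitted effect of over 65% in size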
Target sequence (P07550 whole entry, looked up): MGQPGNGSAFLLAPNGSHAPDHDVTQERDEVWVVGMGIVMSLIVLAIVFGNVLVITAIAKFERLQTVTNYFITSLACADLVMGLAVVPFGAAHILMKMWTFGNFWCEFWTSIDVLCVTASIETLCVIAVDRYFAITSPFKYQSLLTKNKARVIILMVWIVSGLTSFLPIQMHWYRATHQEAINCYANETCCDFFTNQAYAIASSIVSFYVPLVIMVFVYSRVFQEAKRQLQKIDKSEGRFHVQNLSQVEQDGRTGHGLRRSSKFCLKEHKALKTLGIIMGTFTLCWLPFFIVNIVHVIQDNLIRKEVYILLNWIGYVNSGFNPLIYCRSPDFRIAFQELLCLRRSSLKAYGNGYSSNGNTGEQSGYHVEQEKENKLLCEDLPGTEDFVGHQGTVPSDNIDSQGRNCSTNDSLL
KCNH2 WT inh – blocks the wildtype human KCNH2 potassium channel. Q12809. 0.37% of 340,000 active. U2OS, BacMam KCNH2, thallium flux FluxOr; active compounds read low. activity change, % at 1.84 µM;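 active means maximum activity change below -70%; inconclusive means maximum activity change between -70% and -50%; inactive means maximum activity change above -50%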; further: on the % scale 0 is the no-effect control and ±100 the full control effect
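U2OS cells were transduced with wild-type KCNH2 virus (2.03 x 10^8 / mL) for 4 h at room temperature, then cultured overnight at 37 C. Thallium flux was read with FluxOr dye. Rate constants were normalized to DMSO controls.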
MLL CXXC-DNA inh – blocks binding of human MLL CXXC domain to DNA; Q03164; 0.037% of 290,000 active; Potency, µM (series often up to 115 µM), for inactives: at the top dose activity change, negative = inhibition, usual class: inhibitors; AID 2662; MLL-CXXC / FITC-HOXA9 DNA fluorescence polarization; active means well fitted inhibition curve with a large enough effect in the polarisation, with a control signal flat, not every such curve was filed as active; inconclusive means small, poorly fitted or top-dose-only effect, or effect the other way, or a change in a side signal; inactive means no such curve, though single readings can be large or run the other way; the % refers to the polarisation; further: potency means the concentration at half of the fitted maximal effect
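Purified MLL-CXXC (added from a 7 uM solution) was preincubated 5 min at ambient with pinned compounds in 50 mM Tris-HCl pH 7.5, 50 mM NaCl, 1 mM DTT, 0.05% BSA. Fluorescein-labeled HOX-A9 DNA (50 nM solution) followed, 30 min, then polarization read.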
Active calls of the source: *; ? = inconclusive; · = not tested or not shown; [ ] = another dose, or the depositor's remark. Unless noted, the call rests on the fitted dose curve; in most records, active means well fitted curve in the direction sought with a large enough effect; inconclusive means small, poorly fitted or top-dose-only effect, or another doubt; inactive means no such curve, though single readings can be large; an effect the other way counts as inactive or inconclusive.

SMILES	USP2a inh	PKM2 activator	GALK inhibitor	Menin-MLL TR inh	KCNH2 3.1 block	TRPV1 ag	Coupling enz	Giardia killer	B2AR arrestin	KCNH2 WT inh	MLL CXXC-DNA inh
COc1ccc(S(=O)(=O)N2CCCC2)cc1C(=O)O	0%	0%	6%	-23%	-6	-7	0	32[activator]	-0.9%	-8	-8%
O=C(CSc1nc2c(c(=O)n1-c1ccc(Br)cc1)SCC2)Nc1nccs1	-1%	-11%	4%	?	-3	1	-1	11	-0.2%	-1	17%
COc1ccc(NC(=O)N(C)C[C@H]2Oc3c(NC(=O)C4CC4)cccc3C(=O)N([C@H](C)CO)C[C@@H]2C)cc1	3%	·	·	·	-2	·	·	8	-2.0%	-1	·
CCOC(=O)CC1C(=O)NCCN1C(=O)c1ccc(Cl)c(Cl)c1 (stereo unspecified)	2%	·	4%	13%	27	1	0	-1	0.0%	2	0%
NC(=O)c1nnn(-c2ccc([N+](=O)[O-])cc2)c1-c1ccccc1	0%	-2%	1%	·	-14	?	6	-11	0.0%	18	-2%
CC(C)c1ccc(CNC(=O)C(=O)Nc2nccs2)cc1	2%	-6%	0%	11%	23	-2	4	-28	-0.2%	-8	-4%
COc1cccc(/C=C/C(=O)NNC(=O)CCN2CCN(Cc3ccccc3)CC2)c1	12%	-2%	-2%	·	-31	1	0	-23	-0.2%	13	-4%
COc1ccc(N2CCN(CCCNC(=O)CC3Oc4ccc(C)cc4NC3=O)CC2)cc1 (stereo unspecified)	2%	-6%	1%	-9%	?	-4	-1	-7	0.1%	-11	2%
Fc1ccc(NC(=S)Nc2ccc3nccnc3c2)cc1	1%	-4%	6%	1%	0	7	-20	-26	-0.2%	10	1%
CCOC(=O)C1CCCN(C2CCN(Cc3nc(-c4ccccc4)no3)CC2)C1 (stereo unspecified)	-4%	4%	2%	-22%	9	2	-1	-24	-1.9%	34	-6%
CCCCNC(=O)c1cc(C)no1	4%	-10%	-1%	-15%	-5	-1	0	6	-0.2%	2	1%
CCOc1nc(-c2ccccc2Cl)ccc1C#N	4%	0%	0%	16%	0	16	0	8	-0.2%	-7	5%
O=C(Cn1[nH]c(=O)c2ccccc2c1=O)OCC(=O)c1ccc(Br)cc1	-2%	·	·	·	-49	-6	·	18	0.2%	5	·
Cc1ccccc1CN1CCN(CC2CC3C=CC2C3)CC1 (stereo unspecified)	0%	2%	0%	-26%	4	9	0	1	0.1%	5	-2%
CC1(C)CC(=O)C2=C(C1)Oc1nc3ccccc3cc1C2C(C#N)C#N (stereo unspecified)	2%	3%	-1%	45%[activator]	-6	?	0	20	-0.5%	1	2%
CN(Cc1cnccn1)C(=O)CC1C(=O)NCCN1Cc1cccc(F)c1 (stereo unspecified)	3%	0%	2%	·	-3	0	·	0	0.0%	-4	8%
O=C(NC1CCCCC1)C(c1ccccc1)N(C(=O)c1csnn1)C1CC1 (stereo unspecified)	0%	2%	14%	-13%	-24	1	2	-6	-0.1%	5	-1%
Cc1cc(C)n2nc(CCc3ccccc3)nc2n1	3%	-3%	2%	-11%	7	-2	4	-3	0.3%	-1	0%
O=C(COC(=O)CC12CC3CC(CC(C3)C1)C2)Nc1ncc(Cl)cc1Cl	0%	-17%	3%	-11%	-15	?	0	3	-0.1%	1	3%
CCOC(=O)CNC(=O)CSc1nnc(-c2c[nH]c3ccccc23)n1CC	-6%	-4%	-3%	·	-3	-1	1	2	-0.1%	-4	2%
Cc1ccccc1S(=O)(=O)NNC(=O)C(=O)NNc1ccccn1	2%	0%	3%	1%	6	0	0	8	-2.1%	2	4%
Cc1onc(-c2ccccc2)c1C(=O)N1CCN(c2ncccn2)CC1	0%	-2%	-1%	-12%	17	2	6	0	4.1%	-9	0%
c1ccc(CC2CCN(C3=Nc4cccc5cccc3c45)CC2)cc1	-1%	-8%	5%	-6%	?	-1	-6	-13	0.5%	5	19%
O=C(Cc1ccc(-c2ccccc2)cc1)NNC(=S)NCc1ccco1	2%	-1%	-2%	?	-14	13	-1	-5	-0.4%	2	-3%
COc1ccc2c(c1)cc(C(=O)N/N=C/c1c(O)c(C(=O)O)cc3ccccc13)n2C	-10%	·	·	?	16	16	1	?	0.0%	-3	?
O=C(NCCCNC(=O)c1ccc(-c2cc(Cl)ccc2Cl)o1)c1cnccn1	1%	·	0%	·	3	18	·	-10	0.0%	-6	-5%
O=C(Nc1nc2ccc(F)cc2s1)Oc1ccccc1	1%	-6%	6%	-5%	1	-1	1	1	-0.5%	2	-2%
NC(=S)Nc1ccc(Cl)cc1Cl	3%	-4%	2%	·	-9	1	5	-4	-0.2%	-3	-4%
O=C(N/N=C/c1cc2c(cc1[N+](=O)[O-])OCO2)c1cccnc1	-1%	0%	-1%	·	14	-5	-3	-6	-0.6%	2	3%
CC(C)(C)NC(=O)NC(=O)COC(=O)CNC(=O)c1cc(Cl)cc([N+](=O)[O-])c1	3%	0%	1%	1%	1	5	0	-20	0.1%	-1	4%
O=C(Nc1cc(C(F)(F)F)ccc1Cl)c1cccnc1	1%	0%	-5%	-14%	-10	0	0	-17	0.2%	20	-3%
COc1ccnc2c1c(=O)n(Cc1ccc(F)cc1)c(=O)n2C	1%	·	-2%	26%	9	1	0	-9	-0.3%	6	21%
CCCCN(C(=O)c1cccc(S(=O)(=O)N2CCN(Cc3ccccc3)CC2)c1)c1ccccc1	0%	0%	-4%	?	-9	?	-5	-24	-0.8%	5	0%
Cc1ccc(C)n1-c1ccc(C(=O)N2CCOCC2)cc1	2%	-9%	1%	-20%	5	1	-5	9	-0.4%	5	-3%
CN(C)c1ccc(CNn2cnnc2SCc2ccccc2F)cc1	3%	0%	-2%	2%	2	14	0	-13	-1.6%	-4	-4%
Cc1c(C(=O)Nc2ccc(OC(F)(F)F)cc2)sc2nc3n(c(=O)c12)CCC3	3%	3%	·	?	-6	1	0	6	-0.1%	3	3%
Cc1ccc(NC(=O)COc2ccc(CCO)cc2-n2nc3ccccc3n2)cc1C	0%	-6%	-4%	-2%	-3	29	0	-18	0.5%	-1	7%
Cc1ccc(CNS(=O)(=O)NCc2cccs2)cc1	1%	-6%	12%	?	-5	0	1	8	0.0%	-17	5%
O=C(CCN1CCCCO1)N1CCCC(Nc2ccc(F)c(F)c2)C1 (stereo unspecified)	1%	6%	-6%	·	-6	?	·	-27	-0.2%	-3	2%
CCOC(=O)c1cc(C)n(-c2ccccc2)c1C	2%	-1%	-1%	·	-6	21	-2	-9	0.1%	2	-13%
Cc1ccc(NC(=O)Nn2cnnc2)c(C)c1	1%	0%	3%	6%	10	-2	0	-13	-0.8%	2	5%
Cc1ccn2c(C(=O)NN=C3CCN(C)CC3)c(C)nc2c1	-15%	-2%	0%	-13%	-3	-3	4	-8	-0.1%	-1	-9%
CCOC(=O)c1ccc(Nc2ncnc3nc[nH]c23)cc1	2%	-12%	1%	2%	7	?	2	-10	-0.5%	-11	?
Cc1ccc(C(=O)N/N=C\c2cc(Br)c(Br)o2)cn1	9%	3%	-4%	·	1	?	-25	-4	0.1%	2	-27%
Cc1ccc(C(C)NC(=O)C2CCCC2)c(C)c1 (stereo unspecified)	1%	-1%	1%	9%	-5	10	1	10	-0.1%	-2	4%
CCOC(=O)N1CCC(NC(=O)CCN2C(=O)C3C4C=CC(C4)C3C2=O)CC1 (stereo unspecified)	1%	-2%	2%	-2%	-4	4	3	-8	0.1%	8	6%
CC1CCCCN1C(=O)COC(=O)c1ccc(=O)n(Cc2ccccc2)n1 (stereo unspecified)	1%	·	·	·	6	0	·	-18	0.0%	1	·
CCOc1cccc(-c2nnc3sc(C4CCCCC4)nn23)c1	1%	-4%	0%	-14%	1	?	0	16	0.0%	-4	1%
Cc1c(C2C(C#N)=C(N)N(c3ccccc3C#N)C3=C2C(=O)CCC3)cnn1C (stereo unspecified)	1%	-11%	0%	-10%	-10	-1	-1	6	-0.4%	11	5%
COC(=O)c1c(NC(=O)CC2SCC(C(=O)OC)NC2=O)sc2c1CCCC2 (stereo unspecified)	1%	-13%	0%	-14%	-11	2	2	3	0.1%	-11	4%
Cc1cccc(C)c1NC(=O)CN(C)C(=O)c1ccc(-n2cncn2)c([N+](=O)[O-])c1	0%	·	·	·	6	3	·	24	-0.2%	1	·

Assay outcomes from PubChem BioAssay.

A portion of the library; count on the stated rates, not on these rows.
